# Assay outcomes from PubChem BioAssay.
# Lipid storage S3 – qHTS Assay for Lipid Storage Modulators in Drosophila S3 Cells; Drosophila S3 cells, BODIPY lipid droplet fluorescence, 18-24 h; cells fed with added oleic acid; lipid storage change, negative = inhibition, % at the top dose, mostly 46.1 µM; hits show Potency in µM; actives 0.64% (n = 320,000); AID 2685; active = well fitted inhibition curve with a large enough effect in the signal ratio, with a control signal flat, not every such curve was filed as active; inconclusive = small, poorly fitted or top-dose-only effect, or effect the other way, or a change in a side signal; the % refers to the signal ratio
#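 Drosophila S3 cells got compounds at several concentrations plus oleic acid (400 uM solution). Laser-scanning cytometry with 488 nm excitation read lipid droplets at 500-530 nm and cells at 575-640 nm. Percent activity was relative to 20 uM Triacsin C.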
# Lipid storage S3 cell count max – recorded beside Lipid storage S3, whose call it bears; cell number change, %; measured here: cell count max response;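 cells counted by Cell Tracker Red CMTPX staining in the red channel; peak over a dose series mostly up to 46.1 µM; percent activity relative to internal control wells on each plate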
# An asterisk follows results filed as active; i = inactive; ? = inconclusive; nt = not tested or not shown; [ ] = dose if it differs, or a comment. % is set by controls: 0 for no effect and ±100 for the full control effect; potency is the fitted concentration of half-maximal effect. These rows are one share of the data. The share of hits here may be higher or lower than overall.
SMILES	Lipid storage S3 cell count max	Lipid storage S3
CC(NCc1nc2ccccc2n1C)C12CC3CC(CC(C3)C1)C2 (stereo not given)	-16	-1%
O=C(N1CCN(c2cccc(Cl)c2)CC1)C1(c2cccs2)CCOCC1	20	7%
O=C1OC(Nc2nc(-c3ccc(F)cc3)cs2)c2ccccc21 (stereo not given)	nt	?
CCOc1ccc(NC(=O)CSc2nncn2C)cc1	-10	-12%
COc1ccc2oc(=O)c(C(C)=O)cc2c1	11	-1%
NNC(=O)CCc1nc2ccc(O)cc2[nH]1	2	1%
CC1CCCCC1NCC(=O)Nc1ccccc1-c1ccccc1 (stereo not given)	nt	?
Cc1c(O)ccc(-c2[nH]ncc2-c2nc3ccccc3s2)c1O	nt	?
O=C(COc1ncnc2ccc(Br)cc12)NCc1ccco1	-13	-3%
Cc1sc2ncnc(N3CCC(C(=O)N(C)CC(=O)Nc4ccc(Cl)c(C(F)(F)F)c4)CC3)c2c1C	nt	?
CC(=O)CCc1ccccc1	6	-14%
CNC(=O)NC(=O)C(C)N1CCN(C/C=C/c2ccccc2)CC1 (stereo not given)	26	10%
Cc1ccc(NC(=O)N2CCC(NC(=O)c3ccco3)CC2)cc1	nt	?
Cc1nnc2n(Cc3ccccc3)c(=O)c3c4c(sc3n12)COC(C(C)C)C4 (stereo not given)	nt	?
Cc1nc2ccc(NC(=O)c3ccc(Br)o3)cc2s1	nt	?
Cc1ccc(Nc2nc(N3CCN(C)CC3)nc(N)c2[N+](=O)[O-])cc1C	-2	8%
Cc1nn(C)cc1S(=O)(=O)Nc1ccccc1Br	nt	?
Cn1c(SCC(N)=O)nnc1C1CCN(C(=O)NCc2ccccc2)CC1	nt	?
CC1C(=O)N2CCCc3cc(S(=O)(=O)N4CCN(c5cccc(Cl)c5)CC4)cc1c32 (stereo not given)	25	-6%[0.0737 µM]
CN(Cc1cccc2ncccc12)C(=O)CC1C(=O)NCCN1Cc1ccc(F)cc1 (stereo not given)	nt	-27%
O=C(c1ccc(F)cc1)N1CCCC(c2nc(-c3ccncc3)no2)C1 (stereo not given)	nt	?
COCCCNc1nc(N)c([N+](=O)[O-])c(NCC2CCCO2)n1 (stereo not given)	3	0%
O=C1c2ccccc2NC(c2cn[nH]c2-c2ccccc2)N1O (stereo not given)	nt	?
C/C=C/c1ccc(OCCOc2ccc(C=O)cc2)c(OC)c1	nt	?
O=C(Nc1ccc(C(=O)O)cc1)/C(=C\C=C\c1ccccc1)NC(=O)c1cccc(Br)c1	nt	?
CN(C)S(=O)(=O)c1ccc(S(=O)(=O)N(CC(=O)Nc2ccccc2)CC2CCCO2)cc1 (stereo not given)	0	10%
CCOc1ccccc1-n1c(COc2ccccc2)nnc1SCC(N)=O	16	i
O=C(CCl)Nc1cn(-c2ccccc2)nc1-c1ccc(F)cc1	nt	?
Cc1cccc(NC(=O)c2ccc(NCCO)c([N+](=O)[O-])c2)n1	29	-30%
CC(C)[C@@H](C(=O)N[C@@H](C(=O)O)c1ccccc1)N1C(=O)N2CCc3c([nH]c4ccccc34)[C@@]2(C)C1=O	nt	?
O=C1CC(N2CCN(Cc3ccc4c(c3)OCO4)CC2)C(=O)N1c1cccc(Cl)c1 (stereo not given)	nt	?
O=C(N=c1ccn(-c2nc3ccccc3nc2NS(=O)(=O)c2ccccc2)cc1)c1ccccc1Cl	nt	?
O=C1CCN(Cc2ccc([N+](=O)[O-])cc2)CCN1[C@H](CO)c1ccccc1	8	21%
COc1ccc2[nH]c(C(=O)O)c(CCN3C(=O)c4ccc(C(=O)O)cc4C3=O)c2c1	nt	i
Cc1nn(C)c(C(=O)Nc2ccc(S(=O)(=O)NC34CC5CC(CC(C5)C3)C4)cc2)c1Br	nt	?
Cc1cc(SCC(N)=O)nc(SCC(=O)c2ccccc2)n1	nt	?
COc1ccc(NC(=S)Nc2ccc(N(C)C(C)=O)cc2)cc1	8	-10%
O=C(CCC(=O)N1CCN(c2ccc(F)cc2)CC1)N1CCN(c2ccc(F)cc2)CC1	nt	?
Cc1nc2oc(C(=O)c3ccc(Br)cc3)c(N)c2c2c1COC(C)(C)C2	nt	?
CC(=O)Nc1ccc(S(=O)(=O)N2CCN=C2SCc2ccc(F)cc2)cc1	nt	?
C/C(CC1CC(C)(C)OC1=O)=N/Nc1nc(-c2ccccc2)cs1 (stereo not given)	0	3%
O=C(O)CC(CC(=O)Nc1ccc(-c2ccccc2)cc1)c1ccccc1 (stereo not given)	6	-3%
CC(C)c1nc(N2CCOCC2)c(C#N)c2c1CCC2	nt	?
C=CCN1C(=O)CSc2ccc(C(=O)NCc3cccs3)cc21	nt	10%
O=C(O)c1ccc(CSc2nnc(-c3ccccc3Br)o2)cc1	nt	?
O=S(=O)(NC1CCCCC1N1CCCCC1)c1ccc(Cl)cc1 (stereo not given)	14	57%
Cc1cn(S(=O)(=O)c2ccc(Br)cc2)cn1	nt	?
O=C(CNC(=O)c1ccc(F)cc1)N/N=C/c1ccc(O)c([N+](=O)[O-])c1	9	9%
CC1(C)CC(=O)c2cnn(-c3nc4ccccc4[nH]3)c2C1	nt	?
Cc1cccc(NC(=O)CNC(=O)COc2cc(F)ccc2[N+](=O)[O-])c1C	nt	?

# Remaining list, next part.
SMILES	Lipid storage S3 cell count max	Lipid storage S3
CCCCn1c(CN2CCN(c3cccc(Cl)c3)CC2)nc2c1c(=O)[nH]c(=O)n2C	-23	-19%
COc1cc(/C=N/NC(=O)CSc2nc3ccccc3n2C)cc(OC)c1OC	nt	?
CC1(C)Cc2ccccc2-c2nnc(-c3cccc(O)c3)n21	-2	i
Cc1ccc(NS(=O)(=O)c2ccc(Cl)c(C(=O)Nc3cccc(C(=O)O)c3)c2)cc1	2	11%
Cc1ccccc1NC(=O)CC1SCCNC1=O (stereo not given)	1	1%
N#CCNC1CC(=O)N(c2ccccc2)C1=O (stereo not given)	nt	?
CSc1ccccc1-c1nnc(-c2ccccc2)o1	nt	i
O=S(=O)(NC1CCCCC1)c1ccc(Cl)nc1	4	0%
O=C(Nc1ccc(N2CCOCC2)c(Cl)c1)c1ccc2c(c1)OCCO2	nt	?
O=C(c1ccc(-n2cncn2)c([N+](=O)[O-])c1)N1CCN(S(=O)(=O)c2ccccc2Br)CC1	nt	?
CC1CCN(C(=O)CSc2nnc(CSc3ncccn3)n2C)CC1	0	4%
CCC(COC(=O)Nc1ccccc1)NC(=O)OC(C)C (stereo not given)	1	-10%
COc1cccc(/C=C2\SC(=O)N(CC(=O)NC3CCS(=O)(=O)C3)C2=O)c1 (stereo not given)	0	i
CC(C)CN(C(=O)CCC(=O)OCC(=O)N(C)c1ccccc1)c1c(N)n(CC(C)C)c(=O)[nH]c1=O	nt	16%
COc1ccc(N2CCSC2C(=O)NN)cc1 (stereo not given)	nt	?
CC(=O)N(c1ccccc1C)S(=O)(=O)c1ccc(Cl)cc1	nt	i
COc1ccc(S(=O)(=O)N2CCN(Cc3ccccc3)CC2)cc1OC	nt	?
CC1CC(C(F)(F)F)n2nc(C(=O)O)cc2N1 (stereo not given)	-2	i
CCN(CC)CCCN1C(=O)C(=O)/C(=C(/O)c2ccc3c(c2)OCCO3)C1c1ccco1 (stereo not given)	5	-1%
O=C(Nc1cc(S(=O)(=O)N2CCCCC2)ccc1Cl)c1ccc(F)cc1	nt	?
Cc1nc(N2CCCCC2)c2c(C)c(C(=O)Nc3ccc4c(c3)OCCO4)sc2n1	nt	?
O=C(NN=C1CCCCC1)NC1CCCCC1	nt	?
Cc1n[nH]c(=S)n1/N=C/c1ccccc1OCc1ccc(Cl)cc1Cl	nt	?
O=C(OCc1ccccc1Cl)c1ccccc1C(=O)c1ccccc1	2	17%
Cc1ccccc1NC(=O)N1CCN(C(=O)c2ccco2)CC1	nt	?

# Record cards, as listed above. Order of screens: Lipid storage S3 cell count max	Lipid storage S3
# CSc1ccccc1-c1nnc(-c2ccccc2)o1 in the list: nt	i
# COc1cc(/C=N/NC(=O)CSc2nc3ccccc3n2C)cc(OC)c1OC in the list: nt	?
# COc1ccc(N2CCSC2C(=O)NN)cc1 (stereo not given) in the list: nt	?
# Cc1n[nH]c(=S)n1/N=C/c1ccccc1OCc1ccc(Cl)cc1Cl in the list: nt	?

# Carrying on:
SMILES	Lipid storage S3 cell count max	Lipid storage S3
COc1ccc(C)cc1NC(=O)CCCN1C(=S)NC(C)(C)CC1C (stereo not given)	-2	17%
CN1c2ccc(C=O)c3c(C=O)ccc(c23)N(C)C1(C)C	nt	?
Nc1c(-c2cccc([N+](=O)[O-])c2)nc2ccccn12	nt	?
O=C(NC(Cc1ccccc1)C(=O)O)/C(=C\c1ccccc1F)NC(=O)c1ccccc1 (stereo not given)	nt	?
COc1ccc(NC(=O)CC2SC(=Nc3ccccc3)NC2=O)c(OC)c1 (stereo not given)	nt	?
COc1ccc(NCc2cc3ccccc3[nH]c2=O)cc1	nt	?
Cc1ccc(NC(=O)C2CC(=O)N(CCc3ccccc3)C2)c(C)c1 (stereo not given)	16	-4%
Nc1ncc(-n2cncn2)c(-c2ccc(Cl)cc2)n1	nt	?
CC(C(=O)NC(c1ccccc1)c1ccccc1)N1CCOCC1 (stereo not given)	nt	?
COc1ccc(NC(=O)/C(Cl)=C(/Cl)S(=O)Cc2ccc(C)cc2)cn1 (stereo not given)	nt	?
Cc1ccc(-n2c(SCC(=O)OC(C)C)nnc2-c2ccccn2)cc1	nt	?
N#CCCN(C(=O)COc1ccc(C#N)cc1)c1ccc(F)cc1	6	-8%
COc1cccc(-c2cn(-c3cccc(C(F)(F)F)c3)c(=S)[nH]2)c1	-10	7%
O=C(Cn1cc2c(n1)CCCC2)NCCCN1CCN(c2ccccc2F)CC1	nt	?
O=C(CCCc1nc(-c2ccc(Cl)cc2)no1)Nc1cccnc1	nt	17%
CC1C(=O)N(Cc2ccccc2)c2ccccc2N1C(=O)c1ccccc1 (stereo not given)	nt	?
O=C(CCSc1ccccc1)NC1CCCC1	-6	i
CCS(=O)(=O)N1CCN(S(=O)(=O)c2ccccc2)CC1	nt	?
CN(CC(=O)Nc1cccc(F)c1)C(=O)c1ccc2c(c1)CC(c1ccccc1)OC2=O (stereo not given)	nt	?
CC(OC(=O)c1cnccn1)C(=O)Nc1nc(-c2cccc([N+](=O)[O-])c2)cs1 (stereo not given)	9	6%
COc1ccc(C(=O)Nc2cc(Cl)ccc2C(=O)O)cc1	2	-11%
Cc1cccc(C2c3[nH]c4ccccc4c3CCN2C(=O)c2ccc(=O)[nH]c2)n1 (stereo not given)	-2	0%
COc1cccc(C(=O)Nc2nnc(-c3ccccc3)s2)c1	1	-1%
COc1ccc(/C=C/C(=O)OCC(=O)N2CCc3ccccc32)cc1	-8	6%
COc1ccc(Nc2nc(N/N=C/c3ccc(N(C)C)cc3)nc(C)c2[N+](=O)[O-])cc1	nt	?
CCN(CC)S(=O)(=O)c1cccc(NC(=O)c2ccc(Sc3nncn3C)c([N+](=O)[O-])c2)c1	nt	?
N=c1c2c3c(sc2ncn1CCCO)CCCC3	nt	?
CNc1ccccc1C(C)(C)c1cc(-c2ccc(F)cc2)no1	nt	?
Cc1ccc(C)c(CN2CCC(n3nccc3NC(=O)CCCc3ccccc3)CC2)c1	25	-5%
O=C(COc1ccccc1)N1CCN(c2ncccn2)CC1	-2	-13%
O=C(N/N=C/C=N/NC(=O)c1ccco1)c1ccco1	nt	?
CN(CC(=O)Nc1ccc(SC(F)F)cc1)C1CCCCC1	nt	-42%
COc1ccc(CC(=O)NNC(=S)NCC2CC2)cc1OC	-5	25%
CCN=C1SC(C(=O)Nc2ccccc2)CC(=O)N1CC (stereo not given)	nt	?
COc1ccc(CNC(=O)CCCn2nc(C)c3c(C)n(-c4ccc(C)cc4)nc3c2=O)cc1OC	7	i
CC1(c2ccc3ccccc3c2)NC(=O)N(CC(=O)N2CCN(Cc3ccc(C#N)cc3)CC2)C1=O (stereo not given)	nt	?
O=c1[nH]c(CSc2ccccn2)nc2c1oc1ccccc12	9	3%[9.22 µM]
c1ccc(C[C@H]2CNCCN2CCc2cccc3ccccc23)cc1	0	2%
O=C1CN(C(=O)COc2ccc(Br)cc2)c2ccccc2N1	4	3%
O=C(Cc1ccc(Br)cc1)NCCc1ccc(Cl)cc1Cl	4	9%
CCc1cccc(NC(=O)c2cccc3c2C(=O)N(C2CCCCC2)C3)c1	15	79%
COc1ccccc1/C=C(/NC(=O)c1ccc(Cl)cc1Cl)C(=O)O	nt	?
CCCCNC(=O)C1CCN(S(=O)(=O)N2CCCCCC2)CC1	-10	-7%

# Some of these compounds in order of heavy-atom count, lowest first.
SMILES	Lipid storage S3 cell count max	Lipid storage S3
O=C(Cc1ccc(Br)cc1)NCCc1ccc(Cl)cc1Cl	4	9%
O=c1[nH]c(CSc2ccccn2)nc2c1oc1ccccc12	9	3%[9.22 µM]
CCCCNC(=O)C1CCN(S(=O)(=O)N2CCCCCC2)CC1	-10	-7%
c1ccc(C[C@H]2CNCCN2CCc2cccc3ccccc23)cc1	0	2%
Cc1ccc(C)c(CN2CCC(n3nccc3NC(=O)CCCc3ccccc3)CC2)c1	25	-5%
